Screening results deposited in PubChem BioAssay by NCI.
Growth percent in the NCI-60 one-dose screen (48 h, 10 µM unless noted): 100 = growth as untreated, 0 = no growth, -100 = all killed.
MDA-MB-435: MDA-MB-435 melanoma; actives 7.8% (n = 82,000)
SK-MEL-5: SK-MEL-5 melanoma. actives 6.4% (n = 80,000). AID 1794755
HS 578T: HS 578T breast cancer; actives 4.1% (n = 78,000)
SK-MEL-28: SK-MEL-28 melanoma; actives 4.1% (n = 81,000)
SK-MEL-2: SK-MEL-2 melanoma. actives 4.7% (n = 77,000)
LOX IMVI: LOX IMVI melanoma; actives 7.4% (n = 79,000)
T-47D: T-47D breast cancer. AID 1794792. actives 5% (n = 79,000)
BT-549: BT-549 breast cancer; actives 4.4% (n = 78,000); AID 1794793
* = called active by the depositor; nt = no result given; & = joins results of further samples. How the source made its calls: active means growth percent below 10; inactive means the rest. Outcome played no part in choosing rows; any-hit rate near 12%.

SMILES | MDA-MB-435 | SK-MEL-5 | HS 578T | SK-MEL-28 | SK-MEL-2 | LOX IMVI | T-47D | BT-549
O=C(c1ccccc1)c1ccc[n+](CCc2c[nH]c3ccccc23)c1 | 106 | 94 | 102 | 104 | 99 | 92 | 91 | 91
COc1cc(C(=O)O)cc(OC)c1OC(C)=O | 106 | 102 | 102 | 107 | 95 | 97 | 94 | 94
CC1(C)OB(c2ccc(CSc3ncnc4nc[nH]c34)cc2)OC1(C)C | 90 | 98 | 99 | 123 | 106 | 88 | nt | 92
COc1ccc(C(C)=O)cc1S(=O)(=O)Nc1c(N)ncnc1N | 107 | 107 | 94 | 110 | 87 | 101 | 108 | 97
N/C(=N\N=C\c1cc2ccccc2s1)N/N=C/c1cc2ccccc2s1 | 106 | 98 | 102 | 106 | 109 | 100 | 95 | 78
Cc1cc2[nH]c(=O)c3c4cccnc4cn3c2cc1C | 100 | 111 | 96 | 118 | 109 | 105 | 89 | 110
O=C(O)c1cscc1-c1cccc2ccccc12 | 105 | 97 | 102 | 105 | 105 | 98 | 97 | 102
O=C(OCCCCCOC(=O)c1ccccc1)c1ccccc1 | 117 | 110 | 108 | 102 | 104 | 88 | 88 | 126
Cc1ccc(S(=O)(=O)NNC(=O)C(Cl)(c2ccccc2)c2ccccc2)cc1 | 106 | 101 | 105 | 117 | 96 | 98 | 98 | 97
COc1ccc(C2N(c3ccccc3)NC(=O)[C@H]3CCCN23)cc1 (some centres undefined) | 93 | 99 | 88 | 105 | 89 | 65 | 98 | 97
N#C/C(=C\c1ccc(-c2ccccc2)cc1)C(=O)c1ccccc1 | 100 | 99 | 185 | 107 | nt | 97 | 104 | 115
O=C(CSc1nc2ccccc2[nH]1)Nc1ccccc1Cl | 102 | 99 | 87 | 99 | 108 | 93 | 85 | 97
O=C1C=C(N2CCOCC2)C(=O)C=C1N1CCOCC1 | 111 | 100 | 110 | 100 | 105 | 97 | 96 | 99
CN1CCN(c2ccc3nc(-c4ccc5nc(-c6ccc(C(F)(F)F)cc6)[nH]c5c4)[nH]c3c2)CC1 | 50 | 44 | 26 | 63 | 103 | -86* | 58 | 85
O=C(Nc1ccccc1O)Nc1ccccc1O | 106 | 98 | 102 | 110 | 94 | 97 | 91 | 105
CCCCCCCCCCCCCCCCCC(=O)OCCCCCCC | 95 | 110 | 109 | 122 | 127 | 96 | 100 | 110
N#Cc1ccc([N+](=O)[O-])cc1NC(N)=S | 108 | 96 | 101 | 105 | 103 | 100 | 90 | 107
OCCCc1n(Cc2ccc3ccccc3c2)c2ccccc2[n+]1Cc1ccc2ccccc2c1 | 0.6* | -98* | nt | -28* | nt | -42* | 13 | 5.3*
COc1cc(N)c2ncccc2c1Br | 102 | 97 | 104 | 106 | 139 | 89 | 91 | 98
CCc1nc2cc(/C=C/C(=O)NO)c(F)cc2c(=O)n1CCc1ccccc1 | 18 | -10* | 54 | 20 | 35 | -58* | -0.7* | 16
c1ccc2c(c1)Cc1ccccc1N2CCN1CCCCC1 | 106 | 95 | 113 | 110 | 97 | 88 | 90 | 86
O=C(NC(=S)Nc1cc(Cl)ccc1O)c1cccc(Br)c1 | 75 | 56 | 109 | 89 | 62 | 56 | 41 | 70
CCOC(COc1ccccc1)OCC | 102 | nt | 109 | 117 | 115 | 109 | 104 | 107
CCOC(=O)c1c[nH]c2cc([N+](=O)[O-])ccc2c1=O | 115 | 103 | 110 | 125 | 120 | 98 | 104 | 101

Three compounds picked at random from those above:
SMILES | MDA-MB-435 | SK-MEL-5 | HS 578T | SK-MEL-28 | SK-MEL-2 | LOX IMVI | T-47D | BT-549
CCCCCCCCCCCCCCCCCC(=O)OCCCCCCC | 95 | 110 | 109 | 122 | 127 | 96 | 100 | 110
CCc1nc2cc(/C=C/C(=O)NO)c(F)cc2c(=O)n1CCc1ccccc1 | 18 | -10* | 54 | 20 | 35 | -58* | -0.7* | 16
O=C(NC(=S)Nc1cc(Cl)ccc1O)c1cccc(Br)c1 | 75 | 56 | 109 | 89 | 62 | 56 | 41 | 70

4 compounds out of the list, sorted by formula weight, lowest first.
SMILES | MDA-MB-435 | SK-MEL-5 | HS 578T | SK-MEL-28 | SK-MEL-2 | LOX IMVI | T-47D | BT-549
COc1cc(N)c2ncccc2c1Br | 102 | 97 | 104 | 106 | 139 | 89 | 91 | 98
c1ccc2c(c1)Cc1ccccc1N2CCN1CCCCC1 | 106 | 95 | 113 | 110 | 97 | 88 | 90 | 86
CCCCCCCCCCCCCCCCCC(=O)OCCCCCCC | 95 | 110 | 109 | 122 | 127 | 96 | 100 | 110
CN1CCN(c2ccc3nc(-c4ccc5nc(-c6ccc(C(F)(F)F)cc6)[nH]c5c4)[nH]c3c2)CC1 | 50 | 44 | 26 | 63 | 103 | -86* | 58 | 85

The list goes on.
SMILES | MDA-MB-435 | SK-MEL-5 | HS 578T | SK-MEL-28 | SK-MEL-2 | LOX IMVI | T-47D | BT-549
O=C(Nc1ccccc1OCC1CCCO1)c1ccc(-c2ccccc2)cc1 (centres undefined) | 82 | nt | 87 | 96 | 101 | 87 | 92 | 99
CC1=C(C(=O)OC(C)C)C(c2ccc(O)cc2)NC(=O)N1 (centres undefined) | 100 | 107 | 100 | 112 | 96 | 98 | 101 | 96
COc1ccccc1O | 104 | 108 | 111 | 115 | nt | 101 | 104 | 97
Cc1ccc(/C=C(\C(=O)NNS(=O)(=O)c2ccc(C)cc2)c2nc3ccccc3s2)cc1 | 101 | 101 | 98 | 115 | 89 | 96 | 101 | 106
CC(C)CCSc1nc(-c2ccc(F)cc2)c(C#N)c(N2CCOCC2)n1 | 101 | 92 | 94 | 100 | 74 | 93 | 79 | 96
CC(=O)c1c(-c2ccc(OC(F)(F)F)cc2)nc2ccccn12 | 102 | 97 | 102 | 90 | 81 | 92 | 81 | 91
Brc1cc2c(c3ccccc13)N1O[C@@H](C2)C[C@H]1CCc1ccccc1 | 98 | 113 | nt | 101 | 100 | 100 | 96 | 99
CC1CCCC1OC(=O)c1ccc([N+](=O)[O-])cc1 (centres undefined) | 92 | 97 | 108 | 99 | 105 | 101 | 111 | 112
O=C(O)CCNC(=O)c1ccccc1 | 107 | nt | 107 | 108 | 118 | 90 | 118 | 107
O=C(Nc1ccc(Cl)cc1)Oc1ccc(Cl)cc1Cl | 99 | 110 | 112 | 107 | 102 | 101 | 113 | 101
COC(=O)[C@]12CC[C@@H](C)[C@H](C)[C@@H]1C1=CC[C@@H]3[C@@]4(C)CC(=O)[C@H](OC(=O)/C=C/c5ccccc5)[C@@]5(C)COC(=C45)C[C@@]3(C)[C@]1(C)CC2 | 79 | 71 | 101 | 89 | 80 | 76 | 65 | 80
O=C1OCC/C1=C\c1ccccc1 | 115&99 | 95&98 | 105&110 | 121&103 | 96&128 | 97&97 | 90&98 | 102&112
c1ccc(Cc2nc3ccccc3s2)cc1 | 110 | nt | 121 | 111 | 116 | 104 | 105 | 98
CCN(CC)Cc1c(C)[nH]c2ccc(NC(C)=O)cc2c1=O | 99 | 106 | 106 | 105 | 139 | 94 | 95 | 96
CC(O)CNC(Cc1ccccc1)c1ccccc1 (centres undefined) | 108 | 103 | 110 | 79 | 61 | 98 | 41 | 71
CN(C)C1C(=O)c2ccccc2C1=O | 109 | 110 | 100 | 115 | nt | 96 | 101 | 100
COc1cc(C(=O)N2CCN(c3ccccc3OC)CC2)c(N)cc1OCCCN1CCN(c2ccccc2OC)CC1 | 101 | 44 | 99 | 119 | 83 | 79 | 51 | 94
CC[C@H](Nc1nc(N)nc(C)c1C#N)c1nc2cccc(NCc3ccc(C(=O)NO)cc3)c2c(=O)n1-c1ccccc1 | -1.6* | -13* | -8.5* | -0.3* | 28 | -53* | -8.2* | 21
Cc1cnc(CN(C)C[C@H]2Cc3c(cccc3N3CCNCC3)CN2)c(C)c1 | 98 | 76 | nt | 96 | nt | 57 | 99 | 87
C/C(=N\O)C(=O)Nc1ccccc1 | 99 | 100 | 96 | 108 | 95 | 97 | 98 | 109
Cc1ccc2c(c1)C(=O)/C(=C/c1ccc(OCC(=O)c3ccccc3)cc1)O2 | 106 | 87 | 105 | 112 | 78 | 102 | 78 | 112
C=C1[C@@H](O)C[C@H]2C(C)(C)C[C@H](Cl)C[C@]2(C)[C@H]1C[C@H](O)[C@H]1CC(=O)NC1=O | -45* | -70* | -16* | -26* | -70* | -72* | -20* | -24*
CCOC(=O)c1cc(C(=O)c2ccc(Cl)cc2)n2ccc(-c3cc[n+](CC(=O)c4ccc(OC)cc4)cc3)cc12 | 76 | 98 | 83 | 100 | 98 | 13 | 83 | 82
CC(=O)CSC(C)=O | 97 | 99 | 101 | 96 | 116 | 101 | 103 | 105
COc1ccc(CNc2ccc3nc(CCC4CCCCC4)[nH]c3c2)cc1 | 81 | 38 | 80 | 76 | 87 | 82 | 41 | 97
N#CC(=C=N)C(=C(C#N)C#N)c1ccncc1 | 105 | 102 | nt | 106 | nt | 92 | 82 | 103
O=[N+]([O-])c1ccc(C2CC(c3ccccc3)=Nc3ccccc3S2)cc1 (centres undefined) | 103 | 87 | 93 | 116 | 107 | 64 | 71 | 95
Cc1cc(C)c(CC(C)C)c(C)c1 | 116 | 101 | 103 | 108 | 104 | 100 | 92 | 95
CCOC(=O)C(Nc1ccc(OC)cc1)c1ccc(N(CC)CC)cc1 (centres undefined) | 95 | 95 | 112 | 114 | 94 | 66 | 90 | 65
O=C(O)c1ccc(NCc2cn(-c3ccc(C(F)(F)F)cc3)nc2-c2ccc(C(=O)O)cc2)cc1 | 102 | 103 | 107 | 112 | 112 | 99 | 100 | 108
COc1ccc(C2=Cc3[nH][nH]c(=O)c3C(c3sc(N(C)Cc4ccccc4)nc3Cl)C2)cc1 (centres undefined) | 58 | 95 | 96 | 90 | 106 | 91 | 99 | 102
OC(CCN1CCCCC1)c1ccc2ccccc2c1 (centres undefined) | 114 | 104 | 110 | 101 | 97 | 96 | 86 | 111
CCOC(=O)CCC1(C(=O)OCC)Oc2ccc(Cl)cc2C1=O (centres undefined) | 109 | 110 | 106 | 111 | nt | 101 | 101 | 101
O=C(CC(=O)c1ccc(F)cc1)Nc1ccccc1C(=O)O | 105 | 102 | 107 | 113 | 121 | 99 | 94 | 115
C=C(C)[C@@H]1CC[C@]2(C(=O)O)CC[C@]3(C)[C@H](CC[C@@H]4[C@@]5(C)C[C@@H](Cc6cn(C7OC(CO)C(O)C(O)C7O)nn6)[C@H](O)C(C)(C)[C@@H]5CC[C@]43C)[C@@H]12 (some centres undefined) | 107 | 104 | 113 | 124 | 101 | 98 | 96 | 104
CCCCCCCCCCCCCCCC1=NCCN1 | 0.6* | 81 | 84 | 81 | 96 | 1.6* | -15* | 98
Cc1c(C(=O)NCCc2ccc(N3CCCCC3)cc2)nn(-c2ccc(Cl)cc2Cl)c1-c1ccc(Cl)cc1 | 77 | 71 | 88 | 99 | 78 | 89 | 45 | 111
COc1ccc2c(c1)oc1c(C)c3c(c(C)c12)C(=O)NC3=O | 97 | 98 | 104 | 99 | 104 | 99 | 88 | 101
Cc1ccccc1C(c1ccccc1Cl)N(C)C (centres undefined) | 116 | 101 | nt | 109 | 98 | 109 | 103 | 99
CN1CC2(SC(=Nc3ccccc3)N(Nc3ccccc3)C2=O)C2(C1)C(=O)N(C)c1ccccc12 (centres undefined) | 108 | 98 | 95 | 110 | 109 | 96 | 97 | 108
CC(=O)[C@H]1CC[C@H]2[C@@H]3CC[C@@H]4CC(=O)CC[C@]4(C)[C@H]3C[C@H](O)[C@]12C | 108 | 116 | 89 | 99 | 99 | 89 | 96 | 304
O=C(c1ccc(Cl)cc1)C1[C@H](c2ccccc2Br)[C@@H](c2ccccc2)NC12C(=O)Nc1ccc(Cl)cc12 (some centres undefined) | -35* | 16 | 28 | 55 | 14 | -91* | 22 | 76
CCC(=O)OCC(=O)COC(=O)CC | 109 | 117 | 109 | 108 | 106 | 109 | 103 | 108
CC(C)(C)Nc1c(-c2cccs2)nc2ncccn12 | 107 | 94 | 98 | 113 | 100 | 99 | 93 | 105
Nc1ccc(CCCl)cc1 | 108 | 106 | 102 | 118 | 102 | 98 | 95 | 93
O=C(O)CCCc1cccc2c1CCCC2 | 101 | 98 | 100 | 106 | 112 | 99 | 102 | 99
CCCC(NC(=O)C(C)NC(=O)c1cccc(N2C(=O)/C(=C/c3ccccc3)SC2=S)c1)C(=O)O (centres undefined) | 101 | 100 | 100 | 108 | 108 | 96 | 101 | 115
Nc1ccccc1-c1nn2c(CCC(=O)c3nc4ccc([N+](=O)[O-])cc4[nH]3)nnc2s1 | 111 | 103 | 96 | 118 | 81 | 89 | 102 | 105
CCc1nnc(NC(=O)c2ccoc2COc2ccccc2)s1 | -26* | 45 | 62 | 51 | 54 | nt | 46 | 51
FC(F)CC(OCc1ccccn1)c1ccc2ccccc2c1 (centres undefined) | 98 | 96 | 97 | 108 | 104 | 106 | 91 | 101
COc1cc2c(c(OC)c1OC)C(=O)CC(c1cccc(N)c1)O2 (centres undefined) | 106 | 97 | 109 | 115 | 122 | nt | 98 | 115
Cn1c(/C=C(\C#N)c2cccc(C(F)(F)F)c2)nc2c(N3CCOCC3)nc(Cl)nc21 | -91* | 9.3* | -12* | -87* | -21* | -88* | -37* | -13*
